# Screening data: PubChem BioAssay, several laboratories
# STEP inh: blocks human striatal-enriched tyrosine phosphatase. inhibition, % at 20 µM. hit rate 0.25% among 360,000. recombinant STEP, OMFP fluorogenic substrate, fluorescence. AID 588621;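 active = inhibition at 20 µM, scaled per plate between control wells, above about 37%, limit read from the data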;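 also: 0% = DMSO with enzyme and substrate and 100% = substrate only without enzyme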
#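 material = STEP tyrosine phosphatase | reagent = fluorogenic phosphatase substrate OMFP at 25 µM final | doses = single compound dose of 20 µM, 1% DMSO final | schedule = 20 min reaction, room temperature, in the dark | measured by = fluorescence, 480/540 nm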
# NadD inh: blocks S. aureus nicotinate mononucleotide adenylyltransferase; purified NadD enzyme, colorimetric absorbance read-out; inhibition, % at 20 µM; hit rate 0.78% among 360,000; in the data active = inhibition above about 26%; also: some compounds past the cut are filed as inactive
# TbMetRS inhib: blocks T. brucei methionyl-tRNA synthetase activity | purified T. brucei MetRS, ATP depletion, Kinase-Glo luminescence | inhibition, % at 11.9 µM | hit rate 0.4% among 360,000;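 active = inhibition above a per-plate cutoff of the control wells' mean inhibition plus 3 SD, cut at about 5.5% in these data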;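 also: 0% = DMSO wells median and 100% = median of wells with control inhibitor compound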
#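 Dosing: 11.9 µM single point; system: parasite MetRS enzyme; technique: luminescence of leftover ATP; times: 15 min enzyme-compound preincubation, 2 h reaction, 10 min detection, 25 °C; replicates: each compound tested once; read-out basis: percent inhibition relative to median high and low control wells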
# Scp1 inh: inhibitors of human Scp-1 phosphatase; Q9GZU7; Recombinant Scp1, phosphopeptide, malachite green phosphate absorbance; inhibition, % at 20 µM; hit rate 0.88% among 340,000;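 active = inhibition above about 50% at 20 µM, limit read from the data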;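 also: plate controls were DMSO wells with enzyme for no effect and wells lacking enzyme for full effect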
# Target sequence (Q9GZU7 76-261 limits assumed): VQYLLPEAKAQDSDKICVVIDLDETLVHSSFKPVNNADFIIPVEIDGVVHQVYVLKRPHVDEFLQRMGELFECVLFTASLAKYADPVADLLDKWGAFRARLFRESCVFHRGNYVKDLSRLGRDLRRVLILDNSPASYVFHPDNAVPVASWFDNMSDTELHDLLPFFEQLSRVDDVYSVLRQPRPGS
#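 Test system: SCP-1 catalytic domain; Buffer or medium: Acidic Tris acetate buffer with magnesium and detergent; Also added: Phosphorylated 17-residue peptide substrate; Compound: single 20 µM dose, 1% DMSO; Schedule: enzyme reaction 45 min at room temperature, colour 5 min, stabilisation 30 min; Signal: Phosphate-binding colour reagent, absorbance read at 630 nm.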
# LMPTP inh: LMPTP (human) inhibition; recombinant LMPTP-A, OMFP fluorogenic substrate, fluorescence intensity; P24666; hit rate 0.22% among 360,000; AID 651560; inhibition, % at 20 µM;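 active = compounds that cut the enzyme signal by at least half of the control window in the single-dose screen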;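 also: plate controls were DMSO wells with enzyme plus substrate for no effect and substrate without enzyme for full effect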
#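 Assay system: LMPTP-A, protein tyrosine phosphatase of low molecular weight / Medium: pH 6.0 Bis-Tris buffer with DTT and Triton X-100 / Schedule: 50 min enzyme reaction at room temperature, protected from light / Measured by: endpoint fluorescence intensity from OMFP dephosphorylation / Read-out basis: % inhibition relative to no-enzyme and uninhibited control wells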
# Rpn11 inh: inhibitors of human proteasome Rpn11 | O00487 | human 26S proteasome, Ub4-pepOG fluorescence polarization; 20S core pre-blocked with epoxomicin | calls only at 20 µM | hit rate 0.59% among 360,000 | AID 588493;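 active = inhibition at 20 µM, scaled to each plate's controls, above about 33%, limit read from the data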
# Target sequence (O00487 whole entry, looked up): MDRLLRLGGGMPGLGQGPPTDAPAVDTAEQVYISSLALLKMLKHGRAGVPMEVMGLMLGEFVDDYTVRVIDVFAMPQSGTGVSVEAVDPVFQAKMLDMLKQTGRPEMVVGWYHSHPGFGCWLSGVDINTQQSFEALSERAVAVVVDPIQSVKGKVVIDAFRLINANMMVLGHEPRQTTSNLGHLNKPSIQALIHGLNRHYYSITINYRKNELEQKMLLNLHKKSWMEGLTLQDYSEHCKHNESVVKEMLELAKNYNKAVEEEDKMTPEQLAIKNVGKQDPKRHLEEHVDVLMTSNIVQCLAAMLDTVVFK
# CSN deneddyl inh: inhibitors of human CSN-mediated cullin deneddylation. Purified CSN, SCF-Nedd8-OG deneddylation, fluorescence polarization. Q92905. inhibition, % at 12.5 µM. hit rate 0.38% among 360,000;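 active = pattern-corrected inhibition above about 35%, with an unprinted fluorescence ratio check between 0.5 and 1.5, limit read from the data, passing the limit was not always enough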;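 also: 0% = enzyme with substrate and 100% = substrate without enzyme; some results filed as inactive read as strong as hits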
# Target sequence (Q92905 whole entry, looked up, one chain of several): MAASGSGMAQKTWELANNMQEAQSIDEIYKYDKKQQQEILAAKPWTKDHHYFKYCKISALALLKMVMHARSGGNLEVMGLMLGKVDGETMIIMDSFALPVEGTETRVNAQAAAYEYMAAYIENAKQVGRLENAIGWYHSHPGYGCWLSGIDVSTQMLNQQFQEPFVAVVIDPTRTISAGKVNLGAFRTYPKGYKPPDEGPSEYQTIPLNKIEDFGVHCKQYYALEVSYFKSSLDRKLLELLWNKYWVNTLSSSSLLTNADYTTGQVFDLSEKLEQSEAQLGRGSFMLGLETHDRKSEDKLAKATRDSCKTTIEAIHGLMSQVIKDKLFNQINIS
#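 assay system = purified human Csn5 enzyme expressed in HEK293T cells | amount = 0.24 nM enzyme | buffer or medium = Tris/NaCl/DTT buffer, pH 7.5 | reagent = 10 nM SCFSkp2-Nedd8OG | compound = one concentration, 12.5 µM, 0.25% DMSO | times = 90 min reaction at room temperature | signal = FP | read-out basis = % inhibition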
# MsrA inhibitor: inhibits bovine methionine sulfoxide reductase A. hit rate 0.75% among 360,000. inhibition, % at 15.5 µM. purified bovine MsrA, absorbance read-out; in the data active = inhibition above about 4.5%;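 also: 0% = vehicle wells with enzyme and 100% = reference inhibitor wells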
# SUMO1-SIM PPI: SUMO1-SIM interaction modulation; AID 602429; inhibition, % at 20 µM; SUMO1 binding to a labelled peptide, TR-FRET, 1 h; hit rate 0.33% among 360,000; P63165; in the data active = inhibition above about 37%
# Target sequence (P63165 whole entry, looked up): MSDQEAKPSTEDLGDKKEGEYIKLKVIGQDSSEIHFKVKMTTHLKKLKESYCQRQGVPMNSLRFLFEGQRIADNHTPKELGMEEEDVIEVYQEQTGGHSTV
# DNMT1 inh: DNMT1 (human) enzyme inhibition. P26358. DNMT1 molecular beacon, Hinp1I cleavage, fluorescence. inhibition (reported as % activation of signal), % at 10 µM. hit rate 0.83% among 360,000; in the data active = inhibition above about 50%
# Starred values were filed as active, the others as inactive; i = inactive; · = no result given.
item	molecule	Scp1 inh	LMPTP inh	STEP inh	TbMetRS inhib	DNMT1 inh	CSN deneddyl inh	NadD inh	MsrA inhibitor	SUMO1-SIM PPI	Rpn11 inh
1	CCc1ccc(CNc2ccc(N3CCN(C(C)=O)CC3)cc2)cc1	3.5	0.0	0.2	-1.3	-14.6	3.5	1.1	0.6	-4.5	i
2	COc1ccc(-c2cc(CCCC(=O)NCc3ccccn3)no2)cc1	-8.4	-1.3	-2.7	0.7	1.0	-4.7	-1.7	-0.6	-0.6	i
3	C=CS(=O)(=O)N(Cc1ccccc1Br)[C@H](CO)Cc1ccccc1	-16.8	0.5	-2.7	1.2	6.5	-4.6	-10.1	-0.6	-4.4	i
4	c1ccc(OCc2nn3c(-c4ccccn4)nnc3s2)cc1	-4.3	-0.7	1.6	-0.7	0.5	1.6	8.4	-1.4	-1.3	i
5	COc1ccc(OC)c2sc(N3CCc4ccccc4C3)nc12	-2.5	2.1	5.5	-0.9	-6.0	-1.4	-2.3	0.0	5.0	i
6	COc1ccc(/C=N/NC(=O)c2cccc(C(=O)N/N=C/c3ccc(OC)c(OC)c3)n2)cc1OC	5.3	-0.8	-2.9	-1.3	-9.2	3.1	-4.1	-0.1	10.1	i
7	c1ccc(-c2csc3nnc(SCc4ccc5c(c4)OCCO5)n23)cc1	0.4	0.4	-0.6	0.3	0.3	-3.9	-1.9	-0.5	-6.2	i
8	Brc1ccc(-c2nnc(SCCC3OCCCO3)o2)cc1	-4.8	-0.2	-4.1	-0.3	0.7	2.0	-9.0	0.4	0.8	i
9	S=C(Nc1ccccc1)N1CCC(Cc2ccccc2)CC1	-5.2	1.0	4.1	-0.3	2.3	2.8	5.8	0.1	-2.1	i
10	O=C(NCC(=O)N(c1cccnc1)C(C(=O)NC1CCCCC1)c1ccccc1)c1ccco1 (configuration not stated)	-4.9	-0.8	-0.5	-0.7	0.7	-1.4	-0.9	-0.7	6.2	i
11	CCC(=O)N1CCc2cc(S(=O)(=O)NCCCN(CC)Cc3ccccc3)ccc21	-5.2	-1.4	-3.5	-0.2	1.7	-4.3	-3.2	-0.8	-2.8	i
12	CC(=O)c1cccc(NC(=O)c2ccccc2-c2ccccc2C(=O)O)c1	-4.7	-1.1	-2.3	-0.3	-1.0	4.8	-1.2	1.0	5.4	i
13	CC(C)NC1(C#N)CCN(Cc2ccccc2)CC1	-9.6	-1.2	-3.5	-0.3	4.2	-0.2	-2.4	-0.9	4.7	i
14	O=C(COc1cc2oc(=O)c3c(c2cc1Cl)CCC3)NCCCN1CCCC1=O	-0.9	-1.0	0.2	0.5	20.4	1.9	-0.3	2.1	-7.6	i
15	COc1ccccc1NC(=O)c1ccc(NC(=O)COC(=O)C2CC2C)cc1 (configuration not stated)	-7.6	0.0	-3.4	-0.3	-2.2	6.2	-0.5	0.1	1.9	i
16	CC1CN(c2oc(-c3ccccc3Cl)nc2C#N)CC(C)O1 (configuration not stated)	-4.5	-2.7	-3.7	-1.5	6.8	-2.9	1.2	-1.8	2.0	i
17	Nc1cc(Cl)ccc1N1CCCCCC1	-5.2	-1.5	9.5	1.7	-3.1	-2.4	2.0	-1.2	-1.1	i
18	Cc1ccc(OCC(=O)NCc2cccs2)cc1	-6.1	-0.3	0.9	0.1	-3.0	-0.9	0.7	-0.9	2.0	i
19	COc1cc(S(=O)(=O)Nc2ccncc2)ccc1F	-4.9	-1.0	-2.8	0.3	0.5	-1.6	-2.9	-1.3	-1.6	i
20	O=C(COc1ncnc2sccc12)NC1CCCCC1	1.2	-1.7	-2.2	-0.5	0.8	-0.8	-6.5	-0.7	4.8	i
21	CN1CCN(c2ccc(Cl)cc2NC(=O)CC2OC(=O)c3ccccc32)CC1 (configuration not stated)	3.4	0.0	-0.6	-0.4	-0.4	-2.0	2.2	1.9	1.9	i
22	O=C(Cc1ccc2c(c1)OCCO2)Nc1cc(Cl)ccc1N1CCOCC1	-4.9	1.2	-0.1	-0.4	-2.5	4.3	0.4	-1.4	-6.3	i
23	CC(=O)N1CCc2cc(S(=O)(=O)NC(CC(C)C)C(=O)N3CCn4c3nc3ccccc34)ccc21 (configuration not stated)	-4.7	0.2	2.4	0.5	-5.0	2.3	5.6	1.2	-1.9	i
24	COCCCNC(=S)N(CCO)Cc1cc2cc3c(cc2[nH]c1=O)OCCO3	-7.3	-1.0	0.0	0.4	-0.8	-3.4	4.1	3.7	-0.1	i
25	COc1cc(C)c(S(=O)(=O)Nc2ccc(CC(=O)O)cc2)cc1C	-15.4	-0.4	0.6	-0.1	4.7	-9.2	-1.5	-0.4	2.7	i
26	CCOC(=O)c1c(C)[nH]c(C(=O)OCc2nc3ccsc3c(=O)[nH]2)c1C	·	0.3	-2.9	-0.1	1.0	4.9	0.4	1.5	10.4	i
27	CCCCN(CC)C(=O)CN(C)S(=O)(=O)c1cccc2nsnc12	-7.2	-0.8	-0.5	-1.2	2.2	3.1	-3.1	0.5	-23.2	i
28	Cc1cc(O)c(C(=O)/C=C/c2ccccc2O)c(=O)o1	-16.7	-1.2	4.6	-0.3	-0.7	3.4	0.0	0.5	4.4	i
29	C=CCN(CCNP(=O)(OCC)OCC)CP(=O)(OCC)OCC	-4.2	-2.7	0.9	-0.5	2.5	-2.3	-2.0	-0.3	0.4	i
30	C(#Cc1ccccc1)C[N+]1(CC#Cc2ccccc2)CCCC1	3.3	-2.6	-3.5	0.0	2.1	2.6	4.0	0.5	-2.0	i

# Profiles, quoted from the list. Values in the order: Scp1 inh, LMPTP inh, STEP inh, TbMetRS inhib, DNMT1 inh, CSN deneddyl inh, NadD inh, MsrA inhibitor, SUMO1-SIM PPI, Rpn11 inh
# CN1CCN(c2ccc(Cl)cc2NC(=O)CC2OC(=O)c3ccccc32)CC1 (configuration not stated) as listed: 3.4, 0.0, -0.6, -0.4, -0.4, -2.0, 2.2, 1.9, 1.9, i
# Brc1ccc(-c2nnc(SCCC3OCCCO3)o2)cc1 as listed: -4.8, -0.2, -4.1, -0.3, 0.7, 2.0, -9.0, 0.4, 0.8, i

# Later entries.
item	molecule	Scp1 inh	LMPTP inh	STEP inh	TbMetRS inhib	DNMT1 inh	CSN deneddyl inh	NadD inh	MsrA inhibitor	SUMO1-SIM PPI	Rpn11 inh
31	COc1ccc(N=C(N)N=C(N)N)c(OC)c1	-7.6	-0.3	2.1	0.3	-3.9	1.7	3.3	1.1	-3.4	i
32	O=C(NCCCN1CCOCC1)c1ccc(CNS(=O)(=O)c2ccc(Br)cc2)cc1	-9.8	-1.6	-2.1	0.5	1.6	-3.5	-4.6	-0.2	1.8	i
33	CC(C)C[C@@H](CO)N1CCN(Cc2cccc(C#N)c2)CCC1=O	-2.3	-0.7	-0.5	0.1	-0.8	2.3	-3.1	-0.5	0.7	i
34	COc1cc(C(=O)N2C[C@H]3CC[C@H]2C3)ccc1OC1CCN(C(C)=O)CC1	-9.5	0.2	-0.5	-0.5	3.4	3.8	-5.4	-1.7	-3.0	i
35	Cc1cccc(N2CCN(c3ccc(N4C(=O)CCCC4=O)cc3[N+](=O)[O-])CC2)c1C	-3.9	-0.8	-0.1	-0.3	-3.0	-1.2	-6.6	-1.1	-15.2	i
36	Cc1ccc(CNC(=O)C2CCN(S(=O)(=O)c3cccs3)CC2)o1	-6.5	-0.9	0.1	-0.2	-1.2	0.0	7.9	1.9	3.8	i
37	O=C1NC(=O)C2(COC(c3cccc([N+](=O)[O-])c3)OC2)S1 (configuration not stated)	-8.4	-1.0	2.5	1.9	3.6	-7.1	3.2	1.8	-7.3	i
38	CC(=O)c1ccc(OCC(=O)NCCC2=CCCCC2)cc1	-0.1	-0.4	-2.5	-0.3	3.6	2.3	-5.3	-0.4	-5.0	i
39	Cc1ccc(S(=O)(=O)Nc2ccc(-c3nc4ccc(C)cc4s3)cc2)cc1	-11.1	3.2	-5.2	-0.2	-17.2	-1.5	6.7	2.4	10.3	i
40	Cc1cccc(NC(=S)N/N=C/c2cccn2Cc2ccc(F)cc2)c1	-3.0	3.8	1.1	0.0	-6.3	-4.1	1.0	3.5	-7.7	i
41	O=C1CSC(=S)N1/N=C/c1ccc2c(c1)OCCO2	1.4	1.9	-0.3	-0.5	-6.6	0.5	3.6	3.1	-11.3	i
42	Cc1ccc(NC(=O)CNC(=O)c2cccc(C)c2)nc1	-3.5	-0.7	2.3	0.1	2.6	-0.1	-2.8	0.0	4.4	i
43	Cc1ccnc(NC2(C(F)(F)F)N=C3SCCN3C2=O)c1 (configuration not stated)	-8.0	-2.0	-0.9	-0.3	2.5	3.3	0.5	0.2	-0.6	i
44	COC(=O)C1CCN(CC(=O)Nc2ccc(OC)c(Cl)c2)CC1	-8.3	-1.6	1.3	0.2	-1.1	8.3	-0.8	-0.6	4.7	i
45	CNC(=O)c1[nH]cnc1C(=O)Nc1ccccc1OC	-0.6	2.9	6.9	1.0	0.8	2.7	0.0	1.2	6.4	i
46	COc1ccccc1N1CC(C(=O)OCC(=O)c2c(N)n(C)c(=O)n(C)c2=O)CC1=O (configuration not stated)	·	-0.2	-1.1	-0.4	6.6	2.0	0.8	-0.2	1.1	i
47	O=C(Cn1cc2c(n1)CCCCC2)NCc1ccccc1	-4.2	-0.8	-0.7	-0.6	1.8	-2.5	-5.6	-0.6	-1.2	i
48	CC(=O)/C(N=Nc1c(C)n(C)n(-c2ccccc2)c1=O)=C(\C)O	-6.4	0.1	0.1	0.2	3.5	-6.5	2.3	1.0	-19.5	i
49	Cc1nc2ccccc2n(CC(=O)Nc2cc(Cl)cc(Cl)c2)c1=O	-12.7	1.8	-0.6	5.8*	-8.8	-6.1	1.5	1.4	-4.2	i
50	Cc1ccccc1C(=O)N1CCN(CCNC(=O)C(=O)Nc2ccc(Br)cc2)CC1	-0.1	0.0	-0.2	-0.3	-0.7	5.4	-2.2	-1.4	-0.1	i
51	CC1(C)c2cc(Cl)ccc2-n2c1cc(O)c(-c1ccccc1)c2=O	-6.6	0.9	-2.4	-0.9	1.7	-4.3	1.0	0.1	5.4	i
52	COc1ccccc1OCCc1nnc(N)s1	-6.2	-2.2	-3.3	0.3	-0.2	-2.7	-5.5	-1.0	-1.2	i
53	OCCN(Cc1ccccc1)Cc1cccc(Cl)c1Cl	-6.3	0.5	0.3	-0.8	-2.5	-2.0	-3.7	-0.1	-0.2	i
54	CCOC(=O)c1sc(NC(=O)c2ccc(CC)s2)nc1C	-6.0	-1.6	0.6	0.4	7.2	0.2	-0.3	-0.1	2.6	i
